High-throughput results: PubChem BioAssay, National Center for Advancing Translational Sciences (NCATS)
PNC inhibitor: perinucleolar compartment assembly inhibition | AID 2417 | 140,000 tested, 3.1% active | activity change (PNC), negative = inhibition, % at 10 µM | PC3M PTB-GFP, PNC prevalence imaging, 16 h; hits give low values;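 active = readout at or below -70, meaning at least 70% loss of cells showing the perinucleolar compartment, a nuclear body marking cancer cells; inconclusive = readout between -30 and a set limit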;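 note: plate controls were DMSO wells for no effect and camptothecin positive control wells for full effect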
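Read-out is percentage of cells bearing a perinucleolar compartment, from automated 20x imaging of fixed, Hoechst-stained PC3M PTB-GFP cells. Cells were seeded 4 h, then exposed 16 h to compound (23 nl of library stock) in duplicate plates.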
ALOX15B inhib: 15-hLO-2 (ALOX15B) enzyme inhibition. purified 15hLO-2, xylenol orange hydroperoxide absorbance. Potency, µM (highest dose often 57.1 µM), inactives show top-dose activity change, negative = inhibition, usual class: inhibitors. 110,000 tested, 0.56% active; note: potency is the fitted concentration of half-maximal effect; nearly all actives have a fitted effect of over 60% in size; many of its hits are not listed in these tables
Target sequence (O15296 whole entry, looked up): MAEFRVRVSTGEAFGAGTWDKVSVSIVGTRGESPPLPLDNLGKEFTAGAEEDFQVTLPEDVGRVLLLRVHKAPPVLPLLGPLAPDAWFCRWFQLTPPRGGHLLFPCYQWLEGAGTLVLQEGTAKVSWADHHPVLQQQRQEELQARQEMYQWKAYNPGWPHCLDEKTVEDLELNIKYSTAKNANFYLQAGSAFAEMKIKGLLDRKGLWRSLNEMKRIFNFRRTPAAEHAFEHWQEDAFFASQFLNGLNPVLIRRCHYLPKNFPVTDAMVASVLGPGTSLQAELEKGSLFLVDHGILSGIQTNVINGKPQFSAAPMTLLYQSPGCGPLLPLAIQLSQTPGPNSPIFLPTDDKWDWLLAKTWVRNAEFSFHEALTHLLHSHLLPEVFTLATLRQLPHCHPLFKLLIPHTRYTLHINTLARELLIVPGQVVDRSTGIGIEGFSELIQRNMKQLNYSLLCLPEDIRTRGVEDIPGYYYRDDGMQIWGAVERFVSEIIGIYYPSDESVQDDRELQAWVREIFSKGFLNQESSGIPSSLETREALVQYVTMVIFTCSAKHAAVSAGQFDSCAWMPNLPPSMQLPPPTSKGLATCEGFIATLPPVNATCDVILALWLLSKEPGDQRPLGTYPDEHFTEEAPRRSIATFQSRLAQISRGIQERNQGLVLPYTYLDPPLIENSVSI
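Purified human 15hLO-2 (50 nM final) preincubated with compounds 15 min at room temperature in 25 mM Hepes pH 7.5, 0.01% Triton X-100, then 45 uM arachidonic acid added for 90 min; hydroperoxide detected via ferrous/xylenol orange, 573/405 nm absorbance ratio.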
12-hLO inh: 12-hLO (ALOX12) enzyme inhibition. AID 1452. purified 12-hLO, xylenol orange hydroperoxide absorbance. 150,000 tested, 0.12% active. Potency, µM (series often up to 57.1 µM), for the others: at the top dose activity change, negative = inhibition, actives largely listed as inhibitors. P18054; note: potency is the fitted concentration of half-maximal effect; nearly all actives have a fitted effect of over 55% in size; many of its hits are not listed in these tables
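Xylenol orange chromogenic assay: hydroperoxide from 12hLO oxidises Fe(II), giving red-shifted Fe(III)-XO absorbance. Conditions: 150 nM enzyme, 40 uM arachidonic acid, 25 mM Hepes pH 7.0, 0.01% Triton X-100, 30 min, room temperature.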
IMPase cell inh: IMPase inhibition in cells | 120,000 tested, under 10 active | inhibition (IP1 accumulation), % at 46.1 µM | CHO-M1 cells, IP1 accumulation, HTRF TR-FRET ratio | P97697 | AID 901; active = well fitted curve in the direction sought with a large enough effect in the signal ratio, not every such curve was filed as active; inconclusive = small, poorly fitted or top-dose-only effect, or a change in a side signal; inactive = no such curve, though single readings can be large or run the other way; the % refers to the signal ratio;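 note: cells stimulated with carbachol in lithium chloride buffer; plate controls were DMSO basal wells for no effect and reference inhibitor wells for full effect; higher means more IMPase inhibition seen as more IP1 and lower FRET ratio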
Target sequence (P97697 whole entry, looked up): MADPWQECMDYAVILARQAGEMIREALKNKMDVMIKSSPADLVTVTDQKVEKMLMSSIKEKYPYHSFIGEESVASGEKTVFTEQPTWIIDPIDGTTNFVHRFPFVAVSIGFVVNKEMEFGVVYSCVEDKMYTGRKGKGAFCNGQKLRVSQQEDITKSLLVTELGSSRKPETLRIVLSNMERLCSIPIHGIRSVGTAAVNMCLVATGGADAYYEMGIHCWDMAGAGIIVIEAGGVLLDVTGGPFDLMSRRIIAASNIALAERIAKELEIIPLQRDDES
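Elevated IP1 in lysates lowers TR-FRET signal (665/620 ratio and 620 channel reported). Cells were CHO-M1, given carbachol (50 uM as added) plus 50mM LiCl, pH 7.4, 30 min, 37C; compounds titrated up to 46 uM; AC50 by Hill equation.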
Numbers without * were called inactive; ? = inconclusive; · = no result given; & = joins results of further samples; [ ] = another dose, or the depositor's remark. Unless noted, calls come from the whole dose curve; as a rule, active = well fitted curve in the direction sought with a large enough effect; inconclusive = small, poorly fitted or top-dose-only effect, or another doubt; inactive = no such curve, though single readings can be large; an effect the other way counts as inactive or inconclusive. Unless noted, % is set by controls: 0 for no effect and ±100 for the full control effect.

SMILES	PNC inhibitor	ALOX15B inhib	12-hLO inh	IMPase cell inh
Oc1ccc2c3c1O[C@H]1c4[nH]c5c(c4C[C@@]4(O)[C@@H](C2)N(CC2CC2)CC[C@]314)C[C@]1(O)[C@H]2Cc3ccc(O)c4c3[C@@]1(CCN2CC1CC1)[C@@H]5O4	·	38%[activator]	2%	3
CN1CCCC2(CCN(C(=O)Oc3ccccc3)CC2)C1	·	5%	-1%	·
COc1cccc(N2C(=O)NC(=O)/C(=C/c3ccc4c5c(cccc35)CC4)C2=O)c1	23	·	-27%	6
C=C[C@@H]1CN2CC[C@H]1C[C@H]2[C@H](O)c1ccnc2ccccc12	·	-2%[11.4 µM]	-6%[11.4 µM]	·
CN1C(=O)N(C)C(=O)C(CCc2ccccn2)(CCc2ccccn2)C1=O	?	3%	0%	7
CCCCCCCCCCCC[N+](C)(C)CCOc1ccccc1	·	13%	-25%	·
CCCCCn1c(N)c(C(=O)NCCN2CCOCC2)c2nc3ccccc3nc21	14	32%[activator]	-9%	4
CC1(C)CC(=O)C(C=NCCN2CCN(C(=O)Cc3ccccc3)CC2)=C(O)C1	?	7%	3%	8
Nc1ccc(S(=O)(=O)c2ccc(NCN3C(=O)NC(=O)C(=O)C3=O)cc2)cc1	·	-7%[11.4 µM]	1%[11.4 µM]	·
CCOC(=O)C(O)(c1ccc(N(CC)C(=O)OC)cc1)C(F)(F)F (configuration not stated)	?	-5%	-1%	3
O=C(CCl)c1ccccc1	·	-16%	-3%	·
CN1CCN(c2ccc(/C=C3\C(=O)NC(=S)N(c4cccc(Br)c4)C3=O)o2)CC1	?	·	-8%	·
C[C@H]1OC[C@@H](C[N+](C)(C)C)O1	5	-5%	-4%&-5%	-3
COc1cc(/C=C2\C(=O)NC(=O)N(CCc3ccc(F)cc3)C2=O)ccc1O	22	·	-24%	3
NCCc1c[nH]c2ccc(OC(=O)C(=O)O)cc12	·	-4%[11.4 µM]	2%[11.4 µM]	·
O=[N+]([O-])c1ccc(C2C3C(c4ccccc4)=NC4(CCCCC4)N32)cc1 (configuration not stated)	?	4%	0%	1
O=S1(=O)CC2(N3CCOCC3)CCCCCCC21 (configuration not stated)	38	11%	-2%	-2
CCC(=O)OC1CCC2C3CCC4=CC(=O)CC[C@@]4(C)C3CC[C@]12C (some centres not stated)	·	-15%	-4%	·
Fc1ccc(Cn2nnnc2C(c2ccc(F)cc2)N2CC=C(c3ccc(F)cc3)CC2)cc1 (configuration not stated)	76	·	-4%	·
COc1ccc(/C=C/C(=O)c2c(O)n(CCC3=CCCCC3)c(=O)[nH]c2=O)cc1	-25	·	-2%	-4
C[C@H]1O[C@H]1P(=O)(O)O	15&18	·	-4%&-4%	·
Nc1ccc2ccccc2c1	·	-22%	-1%	·
CN(C)CCN=Cc1c(O)n(Cc2ccco2)c(=O)[nH]c1=O	6	5%	1%	3
O=C1NC(c2cc3ccccc3nc2Cl)Nc2ccccc21 (configuration not stated)	-19	·	1%	·
CCNc1ccc(P(=S)(N(C)C)N(C)C)cc1	-2	0%	-5%	4
CN(C)CCC(C#N)(c1ccccc1)c1ccccc1	·	2%[11.4 µM]	2%[11.4 µM]	·
CCOC(=O)C1C(=O)NC2(C)CC1c1cc(OC)ccc1O2 (configuration not stated)	4	-3%	-8%	-7
Cc1ccnc(-n2c(C)cc(C=C3C(=O)N(C)C(=S)N(C)C3=O)c2C)c1	?	-11%	-14%	5
S=C=NCc1ccccc1	·	-29%	-15%	·
O=C1C2CCCN2C(c2cccnc2)N1c1nccs1 (configuration not stated)	-1	4%	-7%	-2
Cc1ccc(O)cc1	·	-1%	-2%	·
CN1Cc2c(ccc3c2OCO3)[C@@H]2[C@@H](O)Cc3cc4c(cc3[C@@H]21)OCO4	·	6%[25.6 µM]	1%[25.6 µM]	?
CCC1(c2ccccc2)CCC(=O)NC1=O (configuration not stated)	·	-7%[0.0915 µM]	-1%[0.00818 µM]	·
CCN1CCN(Cc2ccc(C)cc2C)CC1	-12	1%	3%	-7
Cc1[nH]cnc1CCN	·	3%	-1%	·
CCc1ccc(C(=O)C23CN4CN(CN(C4)C2)C3)cc1	-25	·	0%	?
COc1ccc(CN2CC3CC(C2)c2cccc(=O)n2C3)cc1OC (configuration not stated)	-1	0%	-3%	-1
Cn1c(O)c(C(=O)c2ccccc2)c(=O)n(C)c1=O	41	0%	4%	1
Cc1cccc(C)c1NC(=O)CN(C)CC(=O)Nc1ccc(C#N)c(Cl)c1	18	11%	-6%	4
C[C@H]1CCC[C@@H](O)CCC/C=C/c2cc(O)cc(O)c2C(=O)O1	51	-7%	-1%	?
c1ccc(Nc2ccc3ccccc3c2)cc1	·	-15%	-1%	·
CCOC(=O)C1=C(C)OC(N)=C(C(=O)OC)C12C(=O)Nc1ccc(Br)cc12 (configuration not stated)	37	?	-4%	-17
CC(C)(COCC1CO1)COCC1CO1 (configuration not stated)	·	-5%	-5%	·
Cc1[nH]c2c(C(F)(F)F)cccc2c1CCN	?	6%	2%	7
CCC(=NCc1ccco1)c1c(O)[nH]c(=O)[nH]c1=O	36	-1%	-3%	-1
Cc1ccc(S(=O)(=O)N2CCC(C(=O)N3CCC4(CC3)OCCO4)CC2)cc1	-9	10%	-4%	-4
C=C1CC2C(CC[C@]3(C)C(=O)CCC23)[C@]2(C)C=CC(=O)C=C12 (some centres not stated)	·	0%	1%	·
CC(C(=O)c1c[nH]c2ccccc12)N1CCc2ccccc2C1 (configuration not stated)	-28	9%	0%	1
Cn1c(O)c(C=NC2CCN(Cc3ccccc3)CC2)c(=O)n(C)c1=O	26	0%	-11%	-2
O=C(Nc1cccc(F)c1)N1CCCC2(CCN(C(=O)Oc3ccccc3)CC2)C1	·	-7%	0%	·
N#CC(C#N)=Cc1ccc(-c2ccccc2)o1	43	·	3%	·
CC(=NCCC1=CCCCC1)c1c(O)n(C)c(=O)n(C)c1=O	?	8%	-6%	-12
O=C1NO[C@@H]2CN[C@@H](C(=O)O)[C@H]12	·	28%	-1%	·
O=C(Cn1c2c(c(-c3ccccc3Cl)cc1=O)CCC2)N1CCC2(CC1)OCCO2	-95*	10%	-14%	0
c1cncc([C@@H]2CCCCN2)c1	·	15%	1%	3
CCOC(=O)C1(c2ccccc2)CCN(CC(=O)Nc2cccc3ccccc23)CC1	-22	·	-5%	·
O=C1C=Cc2ccccc2C1=O	?	·	-24%	·
O=C(NCC(c1cccnc1)N1CCOCC1)Oc1ccccc1 (configuration not stated)	43	·	-3%	18
Cc1cc(C)cc(N2C(=O)NC(=O)/C(=C/c3cccn3-c3ccc(Cl)cc3)C2=O)c1	10	·	-3%	1
CCCCn1c(N)c(C(=O)OCC2CCCO2)c2nc3ccccc3nc21 (configuration not stated)	27	-25%	-17%	1

In the list so far, these have bromine.
SMILES	PNC inhibitor	ALOX15B inhib	12-hLO inh	IMPase cell inh
CN1CCN(c2ccc(/C=C3\C(=O)NC(=S)N(c4cccc(Br)c4)C3=O)o2)CC1	?	·	-8%	·
CCOC(=O)C1=C(C)OC(N)=C(C(=O)OC)C12C(=O)Nc1ccc(Br)cc12 (configuration not stated)	37	?	-4%	-17

More records:
SMILES	PNC inhibitor	ALOX15B inhib	12-hLO inh	IMPase cell inh
C=CCN1C(=O)/C(=C\c2ccc(N3CCOCC3)o2)C(=O)NC1=S	5	·	-3%	·
CN(C)C(=O)Oc1cccc(-c2cn3cc(Cl)ccc3n2)c1	?	·	2%	·
O=[N+]([O-])c1ccc(N2CCNCC2)cc1NCC1CCCO1 (configuration not stated)	?	-9%	1%	6
CC(=O)OC1(c2ccc(C)cc2)CN2CCC1c1ccccc12 (configuration not stated)	?	11%	2%	8
COc1ccc(CC2c3cc(OC)c(OC)cc3CCN2C)cc1O (configuration not stated)	54	·	-5%	·
COc1ccc(N=C(C)c2c(O)n(C3CCCCC3)c(=O)[nH]c2=O)c(OC)c1	12	1%	-2%	4
COC(=O)c1c(C)n(Cc2ccco2)c2ccc(O)cc12	0	?	-11%	9
Cc1cc(N2C(=O)CC(N3CCC(n4c(=O)[nH]c5ccccc54)CC3)C2=O)no1 (configuration not stated)	17	5%	-1%	-9
CCCC(=O)NC(Oc1ccc(Cl)cc1Cl)C(Cl)(Cl)Cl (configuration not stated)	25	3%	-1%	3
O=C(c1cnn2c(C(F)(F)F)cc(-c3ccccc3)nc12)N1CCC2(CC1)OCCO2	-6	-1%	-2%	0
CCOC(=O)N(C)c1ccc(C(O)(C(=O)OCC)C(F)(F)F)cc1 (configuration not stated)	-4	3%	-3%	-12
Cc1cc(N)n(C2CCN(C)CC2)n1	-1	-1%	8%	-9
C[N+](C)(C)CC(=O)O	·	6%	3%	3
COc1cc2c(cc1O)C[C@@H]1c3c(cc(O)c(OC)c3-2)CCN1C	·	-3%[11.4 µM]	0%[11.4 µM]	·
O=[As](O)(O)c1ccc(Cc2ccc([As](=O)(O)O)cc2)cc1	·	3.2µM*	-24%[11.4 µM]	·
O=c1[nH]c2ccccc2n1CCCN1CCC(n2c(=O)[nH]c3cc(Cl)ccc32)CC1	17	35%[activator]	-10%	-8
C=Cn1ccnc1P(=S)(c1ccn(C)c1)c1nccn1C=C	24	2%	-5%	-3
COCCOC(=O)C1=C(N)Oc2c(c(=O)oc3ccccc23)[C@@]12C(=O)Nc1ccccc12	-1	-9%	-5%	-12
COCCNCCOc1ccc(C(C)(C)c2ccccc2)cc1	2	·	-9%	·
FC(F)(F)c1ccc(Cl)cc1	·	3%	-3%	·

Quoted at random: 5 records from the list, in no set order.
SMILES	PNC inhibitor	ALOX15B inhib	12-hLO inh	IMPase cell inh
O=[N+]([O-])c1ccc(N2CCNCC2)cc1NCC1CCCO1 (configuration not stated)	?	-9%	1%	6
O=[As](O)(O)c1ccc(Cc2ccc([As](=O)(O)O)cc2)cc1	·	3.2µM*	-24%[11.4 µM]	·
CCCC(=O)NC(Oc1ccc(Cl)cc1Cl)C(Cl)(Cl)Cl (configuration not stated)	25	3%	-1%	3
COCCOC(=O)C1=C(N)Oc2c(c(=O)oc3ccccc23)[C@@]12C(=O)Nc1ccccc12	-1	-9%	-5%	-12
C=Cn1ccnc1P(=S)(c1ccn(C)c1)c1nccn1C=C	24	2%	-5%	-3

Next section
SMILES	PNC inhibitor	ALOX15B inhib	12-hLO inh	IMPase cell inh
CCn1c(C(=O)N2CCC(C(=O)N3CCC4(CC3)OCCO4)CC2)cc2sccc21	-18	12%	-1%	5
CCOc1c(P(=S)(N(C)C)N(C)C)c(C)nn1-c1ccccc1	?	3%	0%	-4
N[C@H](Cc1ccc2oc3cc(=O)c4ccccc4c-3nc2c1)C(=O)O	·	-16%[11.4 µM]	-3%[11.4 µM]	·
Cc1ccc2c(c1)C1CN(C)CCC1N2C(=O)Nc1cccc(C(F)(F)F)c1 (configuration not stated)	35	20%	-2%	8
CC(=O)c1ccc(-c2ccccc2)cc1	-88*	·	1%	·
CCOC(=O)c1sc(/N=C/c2c(O)n(-c3ccccc3)c(=O)[nH]c2=O)c(C#N)c1C	16	-1%	-1%	-7
CC(=O)OC1C[C@H](O[C@@H]2C(O)C[C@H](O[C@@H]3C(O)C[C@@H](OC4CC[C@]5(C)C(CCC6C5CC(O)[C@@]5(C)C(C7=CC(=O)OC7)CC[C@@]65O)C4)OC3C)OC2C)O[C@H](C)[C@H]1O[C@H]1OC(CO)C(O)C(O)C1O (some centres not stated)	·	1%	1%	·
O=C(c1cc2c(s1)CCCCCC2)N1CCC2(CC1)OCCO2	-19	-5%	-6%	0
O=C(Nc1ccc(C(F)(F)F)cc1)c1cccn(Cc2ccc3c(c2)OC(F)(F)O3)c1=O	-28	-16%	-9%	-1
CC(NC1CCCCC1)C(O)C12CC3CC(CC(C3)C1)C2 (configuration not stated)	-13	40%[activator]	-1%	2

This is a subset; count on the stated rates, not on these rows.
